LAP4-GFP MLPCN = alters LAP4-GFP fluorescence in TOR pathway yeast screen; S. cerevisiae LAP4-GFP multiplex, flow cytometry GFP, 3 h; median GFP as percent of DMSO wells; GFP response vs DMSO, % at 10 µM; 320,000 compounds, 0.34% hits;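 active = GFP response vs DMSO above a set limit, about the screen mean plus 3 SD, cut at about 150% in these data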
MEP2-GFP yeast = alters MEP2-GFP fluorescence in TOR pathway yeast screen; S. cerevisiae MEP2-GFP strain, flow cytometry GFP, 3 h; 100% = DMSO control level; GFP response vs DMSO, % at 10 µM; 330,000 compounds, 0.51% hits;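 active = GFP response versus DMSO above a set limit, roughly screen mean plus 3 SD, cut at about 180% in these data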;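 note: median GFP fluorescence of the barcode-gated MEP2-GFP cells per well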
proCasp3 act = activators of human procaspase-3. P42574. recombinant procaspase-3 D3A, Ac-DEVD-pNA absorbance 405 nm. activation, % at 8.5 µM. 330,000 compounds, 0.11% hits. AID 463141;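 active = activation above the mean of all tested compounds plus 3 SD, cut at about 21% in these data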;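 note: 0% = DMSO alone and 100% = DMSO wells spiked with extra 5 µM PC-3 D3A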
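material = Procaspase-3 D3A mutant | probe or stimulus = Ac-DEVD-pNA | compound = single dose, 8.5 µM nominal compound, 0.8% DMSO | timing = 1 h preincubation, 2 h reaction | measured by = 405 nm absorbance of p-nitroaniline, reads at 0 and 120 min | benchmarks = DMSO-only low control, 5 µM PC-3 D3A high control | repeats = singlicate, each compound tested once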
proCasp7 act = activates human procaspase-7, counter-screen for procaspase-3 activators. recombinant procaspase-7, Ac-DEVD-pNA absorbance 405 nm; D23A/D198A/D206A triple mutant, cannot self-cleave; scale: DMSO 0, 5 µM enzyme 100. activation, % at 8.5 µM. AID 463210. P55210. 330,000 compounds, 0.093% hits;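 active = percent activation above the screen-wide mean plus 3 SD, cut at about 25% in these data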
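Detection: p-Nitroaniline absorbance at 405 nm, read at 0 and 120 min; system: Uncleavable procaspase-7 mutant enzyme; evaluation: % activation from two-timepoint absorbance difference, scaled to controls; times: 1 h enzyme–compound preincubation and 2 h substrate reaction, both 25 °C; buffer or medium: Zinc-free HEPES pH 7.4 with 300 mM NaCl, 0.01% Triton X-100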
AHR activator = activators of human aryl hydrocarbon receptor. 320,000 compounds, 2.5% hits. activation, % at 5 µM. AHR-responsive luciferase reporter cells, luminescence. P35869; in the data active = activation above about 47%;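 note: 0% = vehicle wells and 100% = reference agonist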
ZTA DNA inh = ZTA (EBV) inhibition in EBNA-1 counter-screen | ZTA-DNA binding, fluorescence polarization | P03206 | 320,000 compounds, 0.15% hits | inhibition, % at 11 µM; in the data active = inhibition above about 33%
EBNA-1 inhibitor = blocks EBNA-1 binding to DNA | AID 1950 | EBNA-1 DNA binding, fluorescence polarization | inhibition, % at 14.8 µM | 300,000 compounds, 0.34% hits; in the data active = inhibition above about 28%
RPL19A TOR yeast = alters RPL19A-GFP fluorescence in TOR pathway yeast screen. percent response vs DMSO, % at 10 µM. 330,000 compounds, 0.3% hits. AID 2025. S. cerevisiae RPL19A-GFP strain, flow cytometry, 3 h; hits give low values;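 active = percent response vs DMSO below 50%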;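 note: median channel GFP fluorescence of the barcoded RPL19A-GFP strain; ratio of sample median GFP to plate DMSO average so 100% = DMSO; lower means less RPL19A-GFP as with rapamycin TOR inhibition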
The depositor's hits bear a star.

The first 5 entries, to show the layout:
For CC(CNCC1CCCO1)COc1ccccc1 (stereo unspecified) the results were MEP2-GFP yeast 93, proCasp3 act -9, proCasp7 act -2, AHR activator -1, ZTA DNA inh 2, EBNA-1 inhibitor -12 and RPL19A TOR yeast 90.
Screening CC(=O)Nc1ccc(S(=O)(=O)Nc2nc3ccccc3nc2Nc2ccc(O)cc2)cc1 returned LAP4-GFP MLPCN 101, MEP2-GFP yeast 99, proCasp3 act 11, proCasp7 act 12, AHR activator 2, ZTA DNA inh -8, EBNA-1 inhibitor -4 and RPL19A TOR yeast 97.
Screening CC(C)N(C)Cc1cn(C)nc1-c1ccc(Oc2ccccc2)cc1 returned LAP4-GFP MLPCN 88, MEP2-GFP yeast 104, proCasp3 act -1, proCasp7 act -2, AHR activator 11, ZTA DNA inh -8, EBNA-1 inhibitor -16 and RPL19A TOR yeast 94.
COc1ccccc1-c1nc(SCc2ccccn2)n[nH]1 was read as LAP4-GFP MLPCN 104, MEP2-GFP yeast 97, proCasp3 act -4, proCasp7 act 6, AHR activator 28, ZTA DNA inh -14, EBNA-1 inhibitor -6 and RPL19A TOR yeast 98.
Screening COc1ccc(OC)c(C2C(C#N)=C(N)Oc3c2c(C)nn3-c2ccc(C)cc2)c1 (stereo unspecified) returned LAP4-GFP MLPCN 88, MEP2-GFP yeast 91, proCasp3 act -2, proCasp7 act 6, AHR activator 30, ZTA DNA inh -5, EBNA-1 inhibitor -17 and RPL19A TOR yeast 94.

Main list, previewed entries included:
For CC(CNCC1CCCO1)COc1ccccc1 (stereo unspecified) the results were MEP2-GFP yeast 93, proCasp3 act -9, proCasp7 act -2, AHR activator -1, ZTA DNA inh 2, EBNA-1 inhibitor -12 and RPL19A TOR yeast 90.
Screening CC(=O)Nc1ccc(S(=O)(=O)Nc2nc3ccccc3nc2Nc2ccc(O)cc2)cc1 returned LAP4-GFP MLPCN 101, MEP2-GFP yeast 99, proCasp3 act 11, proCasp7 act 12, AHR activator 2, ZTA DNA inh -8, EBNA-1 inhibitor -4 and RPL19A TOR yeast 97.
Screening CC(C)N(C)Cc1cn(C)nc1-c1ccc(Oc2ccccc2)cc1 returned LAP4-GFP MLPCN 88, MEP2-GFP yeast 104, proCasp3 act -1, proCasp7 act -2, AHR activator 11, ZTA DNA inh -8, EBNA-1 inhibitor -16 and RPL19A TOR yeast 94.
COc1ccccc1-c1nc(SCc2ccccn2)n[nH]1 was read as LAP4-GFP MLPCN 104, MEP2-GFP yeast 97, proCasp3 act -4, proCasp7 act 6, AHR activator 28, ZTA DNA inh -14, EBNA-1 inhibitor -6 and RPL19A TOR yeast 98.
Screening COc1ccc(OC)c(C2C(C#N)=C(N)Oc3c2c(C)nn3-c2ccc(C)cc2)c1 (stereo unspecified) returned LAP4-GFP MLPCN 88, MEP2-GFP yeast 91, proCasp3 act -2, proCasp7 act 6, AHR activator 30, ZTA DNA inh -5, EBNA-1 inhibitor -17 and RPL19A TOR yeast 94.
`O=C(CNS(=O)(=O)c1ccc(Br)cc1)N1CCN(c2ccc(F)cc2)CC1` gave LAP4-GFP MLPCN 96, MEP2-GFP yeast 88, proCasp3 act -9, proCasp7 act 8, AHR activator 0, ZTA DNA inh 11, EBNA-1 inhibitor 4 and RPL19A TOR yeast 93.
Cc1c(C#N)c(O)n(CCO)c(=O)c1N=Nc1ccc(S(N)(=O)=O)cc1 was read as LAP4-GFP MLPCN 98, MEP2-GFP yeast 100, proCasp3 act -26, proCasp7 act -11, AHR activator 1, ZTA DNA inh -10, EBNA-1 inhibitor -12 and RPL19A TOR yeast 105.
Screening O=C(COC(=O)c1cc(=O)c2ccccc2o1)Nc1ccccc1F returned LAP4-GFP MLPCN 104, MEP2-GFP yeast 102, proCasp3 act -8, proCasp7 act -2, AHR activator 3 and RPL19A TOR yeast 93.
For CCOc1ccc(C(C)(N)C(=O)O)cc1 (stereo unspecified) the results were LAP4-GFP MLPCN 105, MEP2-GFP yeast 106, proCasp3 act 6, proCasp7 act 0, AHR activator 1, ZTA DNA inh -13, EBNA-1 inhibitor 2 and RPL19A TOR yeast 109.
Screening CC(/C=N/n1c(-c2ccccn2)n[nH]c1=S)=C\c1ccccc1 returned LAP4-GFP MLPCN 111, MEP2-GFP yeast 101, proCasp3 act -2, proCasp7 act -5, AHR activator 5, ZTA DNA inh -8, EBNA-1 inhibitor 9 and RPL19A TOR yeast 102.
`O=C(Nc1cccc(Br)c1)c1cc(S(=O)(=O)N2CCOCC2)cs1` gave LAP4-GFP MLPCN 98, MEP2-GFP yeast 99, proCasp3 act 0, proCasp7 act 12, AHR activator 5, ZTA DNA inh -8, EBNA-1 inhibitor -1 and RPL19A TOR yeast 96.
O=[N+]([O-])c1cc(-c2ncccn2)cs1 was read as LAP4-GFP MLPCN 84, MEP2-GFP yeast 110, proCasp3 act 8, proCasp7 act -11, AHR activator -2, ZTA DNA inh -2, EBNA-1 inhibitor -12 and RPL19A TOR yeast 106.
For COc1cc(CC(=O)O)c(C(C)=O)cc1OC the results were LAP4-GFP MLPCN 99, MEP2-GFP yeast 99, proCasp3 act -10, proCasp7 act 0, AHR activator -1, ZTA DNA inh 6, EBNA-1 inhibitor -14 and RPL19A TOR yeast 96.
`O=C1CC(SCc2nc3ccccc3[nH]2)C(=O)N1c1cccc(Cl)c1` (stereo unspecified) gave LAP4-GFP MLPCN 107, MEP2-GFP yeast 108, proCasp3 act -19, proCasp7 act -9, AHR activator 10, ZTA DNA inh -7, EBNA-1 inhibitor 1 and RPL19A TOR yeast 109.
O=C(c1ccc(-c2ccc([N+](=O)[O-])cc2)o1)N1CCN(S(=O)(=O)c2cccs2)CC1 was read as LAP4-GFP MLPCN 97, MEP2-GFP yeast 99, proCasp3 act -7, proCasp7 act -6, AHR activator -2, ZTA DNA inh -3 and RPL19A TOR yeast 99.
For O=C(CSc1nc2ccccc2n1S(=O)(=O)c1cccc([N+](=O)[O-])c1)NCc1cccs1 the results were LAP4-GFP MLPCN 101, MEP2-GFP yeast 99, proCasp3 act 1, proCasp7 act 9, AHR activator 11, ZTA DNA inh -22, EBNA-1 inhibitor -8 and RPL19A TOR yeast 100.
`COc1ccc(N(CC(=O)N/N=C/c2cccnc2)S(=O)(=O)c2ccccc2)c(OC)c1` gave LAP4-GFP MLPCN 93, MEP2-GFP yeast 101, proCasp3 act 6, proCasp7 act -3, AHR activator 6, ZTA DNA inh -1, EBNA-1 inhibitor 4 and RPL19A TOR yeast 102.
`CCOC(=O)c1c(-c2cccs2)csc1NC(C)=O` gave LAP4-GFP MLPCN 98, MEP2-GFP yeast 102, proCasp3 act -2, proCasp7 act 5, AHR activator 4, ZTA DNA inh -2, EBNA-1 inhibitor -1 and RPL19A TOR yeast 100.
`COc1ccc(-c2nc(C(F)(F)F)c(OC)o2)cc1OC` gave LAP4-GFP MLPCN 100, MEP2-GFP yeast 103, proCasp3 act 0, proCasp7 act 7, AHR activator -2, ZTA DNA inh -4, EBNA-1 inhibitor -3 and RPL19A TOR yeast 98.
Cc1ccc(NC(=O)CSc2nnc(-c3ccc(S(=O)(=O)N4CCCC4)cc3)o2)cc1C was read as LAP4-GFP MLPCN 111, MEP2-GFP yeast 111, proCasp3 act 4, proCasp7 act -3, AHR activator 4, ZTA DNA inh -11, EBNA-1 inhibitor 108* and RPL19A TOR yeast 96.
For CCn1c(SCC(=O)N(C)c2c(N)n(Cc3ccccc3)c(=O)[nH]c2=O)nc2ccccc21 the results were LAP4-GFP MLPCN 92, MEP2-GFP yeast 93, proCasp3 act 3, proCasp7 act 1, AHR activator 4, ZTA DNA inh 5, EBNA-1 inhibitor 1 and RPL19A TOR yeast 95.
O=C(O)c1cc(Cl)ccc1-c1ccc(/C=C/c2cc(C(F)(F)F)[nH]c(=O)n2)o1 was read as LAP4-GFP MLPCN 97, MEP2-GFP yeast 88, proCasp3 act 1, proCasp7 act 0, AHR activator 0, ZTA DNA inh 53*, EBNA-1 inhibitor 43* and RPL19A TOR yeast 97.
`c1cc2c(cc1C1CCCCC1)c1c3n2CCN=C3CCC1` gave LAP4-GFP MLPCN 104, MEP2-GFP yeast 104, proCasp3 act -9, proCasp7 act -17, AHR activator 11, ZTA DNA inh 7, EBNA-1 inhibitor -3 and RPL19A TOR yeast 100.
For CCCS(=O)(=O)n1nc(-c2ccc(Br)cc2)cc1N the results were LAP4-GFP MLPCN 90, MEP2-GFP yeast 98, proCasp3 act 8, proCasp7 act -7, AHR activator 58*, ZTA DNA inh 3, EBNA-1 inhibitor 7 and RPL19A TOR yeast 95.
For Cc1ccc(-c2cn(-c3ccccc3)c(=S)[nH]2)cc1C the results were LAP4-GFP MLPCN 111, MEP2-GFP yeast 95, proCasp3 act -7, proCasp7 act -13, AHR activator 81*, ZTA DNA inh -8, EBNA-1 inhibitor -8 and RPL19A TOR yeast 102.
CNC(=O)c1cc(C(=O)c2ccc(C(F)(F)F)cc2F)c[nH]1 was read as LAP4-GFP MLPCN 101, MEP2-GFP yeast 102, proCasp3 act 0, proCasp7 act 10, AHR activator 0, ZTA DNA inh 10, EBNA-1 inhibitor 8 and RPL19A TOR yeast 101.
Screening Cc1noc(NS(=O)(=O)c2ccc(NC(=O)C34CCC(CC3)C4)cc2)c1C returned LAP4-GFP MLPCN 91, MEP2-GFP yeast 91, proCasp3 act 8, proCasp7 act 0, AHR activator 2, ZTA DNA inh -1, EBNA-1 inhibitor 12 and RPL19A TOR yeast 96.
CSc1cccc(NS(=O)(=O)c2ccc(F)cc2)c1 was read as LAP4-GFP MLPCN 114, MEP2-GFP yeast 101, proCasp3 act -5, proCasp7 act -1, AHR activator 8, ZTA DNA inh -16, EBNA-1 inhibitor -7 and RPL19A TOR yeast 103.
For O=C(Nc1ccccc1C(=O)N/N=C/c1ccco1)c1ccccc1 the results were LAP4-GFP MLPCN 89, MEP2-GFP yeast 97, proCasp3 act -10, proCasp7 act -3, AHR activator 127*, ZTA DNA inh 5, EBNA-1 inhibitor -10 and RPL19A TOR yeast 102.
For COc1ccc(NC(=O)CN(C)C(=O)c2oc3ccccc3c2C)cc1 the results were LAP4-GFP MLPCN 104, MEP2-GFP yeast 104, proCasp3 act 1, proCasp7 act 1, AHR activator 13, ZTA DNA inh 2, EBNA-1 inhibitor 2 and RPL19A TOR yeast 90.
Screening S=C1NC2(CCCCC2)N=C1c1ccccc1 returned LAP4-GFP MLPCN 92, MEP2-GFP yeast 88, proCasp3 act 5, proCasp7 act 2, AHR activator 1, ZTA DNA inh 3, EBNA-1 inhibitor -2 and RPL19A TOR yeast 100.
`COc1cccc(-c2csc(N3CCN(C(=S)NCC(C)C)CC3)n2)c1` gave LAP4-GFP MLPCN 111, MEP2-GFP yeast 104, proCasp3 act -4, proCasp7 act 2, AHR activator 3, ZTA DNA inh 0, EBNA-1 inhibitor -5 and RPL19A TOR yeast 98.
Screening CCCCn1c(N)c(N(Cc2ccccc2OC)C(=O)c2c(CC)noc2C)c(=O)[nH]c1=O returned LAP4-GFP MLPCN 80, MEP2-GFP yeast 101, proCasp3 act 7, proCasp7 act -5, AHR activator 0, ZTA DNA inh -7, EBNA-1 inhibitor 1 and RPL19A TOR yeast 75.
`COCCCNC(=O)c1ccc2c(c1)nc(C)n2-c1cccc(C)c1` gave LAP4-GFP MLPCN 91, MEP2-GFP yeast 96, proCasp3 act -7, proCasp7 act 6, AHR activator 0, ZTA DNA inh 6, EBNA-1 inhibitor 4 and RPL19A TOR yeast 98.

From PubChem BioAssay
